STK33 kinase inh: human STK33 kinase inhibition | Q9BYT3 | purified STK33, MBP phosphorylation, ADP-Glo luminescence | inhibition, % at 10 µM | 320,000 tested, 0.073% active | AID 2661;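 active = inhibition at or above 25%, using the most active replicate where run in duplicate; inactive = inhibition below 25%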
KCNQ2 inh: KCNQ2 channel blockers in CHO-K1 cells – cell-based, FluxOR thallium flux, B-score, primary screen (AID 2156); 310,000 tested, 1.1% active; 20 min; active compounds read low; O88943; B-score at 10 µM;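 active = fluorescence ratio B-score at most minus 3 library SDs, with starting brightness B-score within 2 library SDs, cut at about -5.5 in these data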
Target sequence (O88943 whole entry, looked up): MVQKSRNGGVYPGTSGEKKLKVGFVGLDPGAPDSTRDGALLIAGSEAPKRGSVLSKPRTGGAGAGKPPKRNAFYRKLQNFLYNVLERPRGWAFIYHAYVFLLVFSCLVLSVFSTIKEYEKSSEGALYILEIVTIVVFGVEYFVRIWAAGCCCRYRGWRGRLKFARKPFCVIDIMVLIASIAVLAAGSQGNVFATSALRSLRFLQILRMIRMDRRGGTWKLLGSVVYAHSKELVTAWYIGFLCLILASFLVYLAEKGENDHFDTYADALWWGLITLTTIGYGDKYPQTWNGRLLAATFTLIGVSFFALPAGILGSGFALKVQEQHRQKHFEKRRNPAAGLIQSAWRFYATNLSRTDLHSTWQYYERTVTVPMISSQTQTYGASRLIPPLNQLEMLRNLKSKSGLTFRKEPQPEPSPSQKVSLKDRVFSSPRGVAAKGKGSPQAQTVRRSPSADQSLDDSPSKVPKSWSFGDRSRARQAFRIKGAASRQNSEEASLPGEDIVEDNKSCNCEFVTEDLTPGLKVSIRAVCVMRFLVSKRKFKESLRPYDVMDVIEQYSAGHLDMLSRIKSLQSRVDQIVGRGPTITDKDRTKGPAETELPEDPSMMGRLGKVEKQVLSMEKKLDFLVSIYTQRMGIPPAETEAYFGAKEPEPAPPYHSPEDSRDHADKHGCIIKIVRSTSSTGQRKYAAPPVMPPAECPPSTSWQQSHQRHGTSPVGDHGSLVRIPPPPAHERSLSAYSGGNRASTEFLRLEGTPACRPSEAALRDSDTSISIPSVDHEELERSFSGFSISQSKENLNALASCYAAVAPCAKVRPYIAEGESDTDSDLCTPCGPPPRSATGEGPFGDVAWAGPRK
Kir21 inh: blocks the mouse Kir2.1 inward-rectifier potassium channel | 310,000 tested, 0.85% active | HEK293-Kir2.1, FluxOR thallium flux fluorescence; active compounds read low | P35561 | B-score at 10 µM;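 active = fluorescence ratio B-score at or below minus 3 SD of library scores, with starting-brightness B-score within 2 SD, cut at about -4.2 in these data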;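 note: channel flux triggered by added potassium and thallium sulfate stimulus; B-score of peak minus minimum fluorescence over baseline after thallium stimulus; more negative B-score means stronger Kir2.1 block with less thallium influx; some compounds called inactive have numbers as strong as hits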
Starred values were filed as active, the others as inactive; i = inactive; . = not tested or not shown.

Value order – STK33 kinase inh, KCNQ2 inh, Kir21 inh
(1) COc1ccc(C2(C#N)CCC(=O)N2c2ccccc2)cc1 (stereo not given)
    -4.1, i, -0.92
(2) COc1ccc(CCNS(=O)(=O)c2ccc(-n3cnnn3)cc2)cc1OC
    -3.5, i, -0.16
(3) CC1=C(C(=O)Nc2ccccc2)C(c2ccncc2)C(C#N)=C(SCC(=O)NC2CC2)N1 (stereo not given)
    0.3, i, 1.91
(4) Cc1ccc(C(=O)c2ccc(N3CCN(C)CC3)c([N+](=O)[O-])c2)cc1
    0.7, i, -1.37
(5) CN(C)C(=O)CSc1nc(SCC(=O)N(C)C)n(-c2ccccc2)n1
    1.1, i, 0.41
(6) COc1ccc(Cn2nnnc2C(c2ccc3ncccc3c2)N2CCN(C3CCCCC3)CC2)cc1 (stereo not given)
    -2.0, i, -1.2
(7) CCOc1ccc(CN(C)C(=O)CCN2C(=O)c3ccccc3C2=O)cc1OC
    -0.7, i, -2.17
(8) COc1cc(CCC(=O)OCC(=O)Nc2nc(C)c(Cl)cc2Cl)cc(OC)c1OC
    -0.8, i, -0.77
(9) CCOC(=O)c1cnc(Cc2ccccc2)[nH]c1=O
    ., i, 0.01
(10) O=C1CCC(=O)c2oc3ccccc3c2N1
    0.7, i, 0.61
(11) COc1ccc(N(CC(O)Cn2c(C)nc3ccccc32)S(=O)(=O)c2ccc(C)cc2)cc1 (stereo not given)
    -1.0, i, -0.48
(12) O=C(NCCC1=CCCCC1)C(=O)NCC(c1ccco1)N1CCN(c2ccc(F)cc2)CC1 (stereo not given)
    -3.2, i, -0.91
(13) Cc1ccc(C)n1CCN1CCN(C(=O)CSc2nc3ccccc3nc2N2CCOCC2)CC1
    14.8, i, -0.1
(14) O=C(CC1NCCNC1=O)OCCCc1ccccc1 (stereo not given)
    0.6, i, 0.13
(15) CCNc1nc(NCC)n2c(SCC(=O)Nc3ccc(CC)cc3)nnc2n1
    -1.0, i, 0.51
(16) CCCCC(=O)Nc1ccc(NC(=O)c2ccc([N+](=O)[O-])cc2Cl)cc1OC
    0.4, i, -0.22
(17) c1ccc2[nH]c(-c3cnco3)cc2c1
    -1.1, i, 0.38
(18) CC(C)N(CCCNC(=O)c1nn(C)c2c1CS(=O)(=O)c1ccccc1-2)Cc1ccccc1
    0.3, i, 1.3
(19) C[N+](C)(CCOc1ccccc1)Cc1ccccc1 (tested in a mixture with another compound)
    0.8, i, 0.04
(20) C/C(=N\NC(=S)NC(C)C)c1ccc(C(C)(C)C)cc1
    -0.2, i, -1.33
(21) O=C(CCn1nc(-c2ccc(Cl)cc2)ccc1=O)NCCCN1CCCCCC1
    -0.2, i, 0.87
(22) C/C(=N/NC(=O)C1COc2ccccc2O1)c1ccc(Br)s1 (stereo not given)
    -0.6, i, -0.72
(23) COC(=O)C1=C(C)NC(C)=C(C(=O)OCC2CCCO2)C1c1cccc(Br)c1 (stereo not given)
    -0.6, i, -2.49
(24) O=C(NN1C(=O)c2ccccc2NC1c1ccco1)c1ccccc1 (stereo not given)
    1.1, i, -0.37
(25) CCOc1ccc(N2CC(C(=O)NCCC3=CCCCC3)CC2=O)cc1 (stereo not given)
    -1.3, i, 0.39
(26) COc1cc(/C=N/N=C2\CC3CCC2(C)C3(C)C)ccc1O (stereo not given)
    -1.2, i, -1.13
(27) COc1ccc(CCN(C)C(=O)c2ccc(S(=O)(=O)Nc3ccccc3F)cc2)cc1OC
    -1.9, i, 1.29
(28) O=C(Cn1c(=O)n(Cc2ccco2)c(=O)c2ccccc21)Nc1cccc(Cl)c1
    -0.3, i, 2.19
(29) C=CCNC(=O)c1onc(CSc2ccc(F)cc2)c1C(=O)NCCOC
    -1.2, i, 0.87
(30) CN(C)S(=O)(=O)c1ccc(C(=O)OCC(=O)NCc2ccccc2)cc1
    0.1, i, -0.1

(more compounds)
Value order – STK33 kinase inh, KCNQ2 inh, Kir21 inh
(31) Cc1cccc(NC(=O)CNC(=O)CCc2nc3sc4c(c3c(=O)[nH]2)CCCC4)c1C
    0.1, i, 0.02
(32) CCN(CC)c1ccc(NC(=O)C2CCC(CNc3c(N4CCCC4)c(=O)c3=O)CC2)c(C)c1 (stereo not given)
    0.4, i, 0.76
(33) CCc1ccc(/C=C2/SC(=S)N(CCC(=O)Nc3cccnc3)C2=O)cc1
    -0.8, i, 0.44
(34) CC(C)NS(=O)(=O)c1ccc(OCC(=O)Nc2cccc(F)c2)cc1
    -0.3, i, 0.08
(35) O=C(N1CCOCC1)C1(c2ccc(Cl)cc2)CCCC1
    -0.2, i, -2.59
(36) CC(C)CCN(C(=O)CNC(=O)c1ccco1)C(C(=O)NC1CCCCC1)c1ccco1 (stereo not given)
    0.1, i, -1.22
(37) COc1ccccc1-c1nnc(SCC(=O)N2CCC(C)CC2)o1
    -0.2, i, -0.61
(38) O=S(=O)(c1ccccc1F)N(Cc1ccco1)Cc1nnc(-c2ccccc2Br)o1
    ., i, 0.08
(39) NCCc1nnc(SCC(=O)c2ccc(Cl)cc2)o1
    -1.2, i, -0.42
(40) COc1ccc(CNC(=O)Oc2ccccc2)cc1Cl
    -0.1, i, -1.56
(41) CC(=O)NNc1nc(-c2ccc(NC(C)=O)cc2)cs1
    -0.5, i, 0.7
(42) O=C(CSCc1ccc(Br)cc1)NC1CC1
    0.5, i, -0.13
(43) O=C(Cn1ncc2c(=O)oc3ccccc3c21)NCCCN1CCCC1=O
    -1.2, i, 0.73
(44) CCC(C)[C@H]1COCCS(=O)(=O)N1Cc1ccc(Br)cc1 (stereo not given in full)
    -0.6, i, -2.08
(45) COc1cccc(CN2CCNC(=O)C2CC(=O)NCCc2cccc(C)n2)c1OC (stereo not given)
    0.8, i, 2.3
(46) CN(C)S(=O)(=O)c1ccc(Cl)c(NC(=O)CN2C(=O)NC(C)(C3CC3)C2=O)c1 (stereo not given)
    -3.7, i, -0.05
(47) Cc1[nH]c2ccccc2c1CN1CCC(Cc2ccccc2)CC1
    0.9, i, -1.26
(48) Cn1c(N)c(C(=O)COC(=O)c2ncc(Cl)c(Cl)c2Cl)c(=O)n(C)c1=O
    0.7, i, 1.67
(49) COc1cccc(NC(=O)NCc2ccccc2F)c1
    -0.3, i, -0.2
(50) CCOc1cc(/C=N/Nc2cc(C)nc(-n3nc(C)cc3C)n2)ccc1O
    -1.0, i, 0.64
(51) CC(NC(=O)/C=C/c1cnc2ccccc2n1)C12CC3CC(CC(C3)C1)C2 (stereo not given)
    -1.6, i, -0.98
(52) COc1ccccc1OCC(=O)NCC1CCCN(Cc2cnn(C)c2C)C1 (stereo not given)
    -1.1, i, -0.39
(53) CC(C)NC(=S)N/N=C/c1c[nH]c2ccccc12
    -0.1, i, -0.59
(54) N#CC1=C2C=Cc3ccccc3N2CCCC1=O
    -1.5, i, 0.8
(55) CCOC(=O)c1ccc(Nc2cc(C)nc(C)c2C(=O)OCC)cc1
    0.1, i, -0.61
(56) CN(C)c1ccc(/C=C/C(O)=C2/C(=O)N(C)C3(C)CC2c2ccccc2O3)cc1 (stereo not given)
    -0.5, i, -1.81
(57) COc1cccc(NC(=O)CCC(=O)Nc2ccc3nc(N4CCOCC4)cc(C)c3c2)c1
    0.0, i, 0.11
(58) C=CCn1c(-c2cccc(OCC)c2)n[nH]c1=S
    -1.1, i, 0.01
(59) CC(C)C(NC(=O)C1CCCCC1)C(=O)NCCc1ccccc1 (stereo not given)
    -1.4, i, -0.88
(60) COc1ccc(CCNC(=O)Cn2c(=O)n(-c3ccc(F)cc3F)c(=O)c3sccc32)cc1OC
    -1.8, i, -0.68

61	O=C(CN1C(=O)C2C3C=CC(C3)C2C1=O)NCc1ccc2c(c1)OCO2 (stereo not given)
62	O=C(COC(=O)Cc1n[nH]c(=O)c2ccccc12)NNC(=O)c1ccccc1
63	CCCOc1ccc(C(=O)N(CC(C)C)c2c(N)n(Cc3ccccc3)c(=O)[nH]c2=O)cc1
64	O=C(NCCN1CCCCC1)c1c(O)c2ccccc2[nH]c1=O
65	CCOCCCn1c(SCC(=O)Nc2ccc(C(N)=O)cc2)nc2ccccc2c1=O
66	Cc1cc(NC(=O)/C=C/c2cccc(Cl)c2)n(-c2nc3ccccc3[nH]2)n1
67	COc1ccc(CNS(=O)(=O)NCc2ccccc2)cc1
68	CCN(CC)c1ccc(C2C(C(=O)OCCOC)=C(C)NC3=C2C(=O)CCC3)cc1 (stereo not given)

assay / entry,61,62,63,64,65,66,67,68
STK33 kinase inh,-1.5,.,-1.1,-1.5,-4.7,.,1.0,-0.2
KCNQ2 inh,i,i,i,i,i,i,i,i
Kir21 inh,-0.03,-0.74,1.07,-0.48,-0.16,-0.01,-0.04,-0.11

69	COc1c(Cl)cc(Cl)cc1CNCCNCC(C)O (stereo not given)
70	Cc1ccc(-n2nnnc2SCc2ccccn2)cc1C
71	COc1ccc(S(=O)(=O)N2CCC(C(N)=O)CC2)c2ccccc12
72	O=C(NCc1csc(-c2cccs2)n1)C1CCC1
73	CC(C)CC(c1nnnn1CCc1ccccc1)N1CCC(C(N)=O)CC1 (stereo not given)
74	Oc1ccccc1-c1n[nH]c(=S)n1Cc1ccccc1
75	O=C(c1ccccc1)C1CCN(C(=O)c2ccc(Cl)cc2)CC1
76	O=S(=O)(Nc1ccc2c(c1)OCCO2)c1ccc2oc3ccccc3c2c1

assay / entry,69,70,71,72,73,74,75,76
STK33 kinase inh,-0.6,-2.5,1.2,-3.0,-2.9,-1.6,-0.6,-1.7
KCNQ2 inh,i,i,i,i,i,i,i,i
Kir21 inh,-0.75,-0.98,1.05,0.82,-1.13,-1.35,0.01,-0.93

77	CCc1ccc(C(=O)N2CCN(c3ccc(F)cc3)CC2)s1
78	Clc1ccc(-c2nc3ccccc3n2OCc2ccccc2)cc1
79	O=S(=O)(c1ccc(NC(=S)N/N=C/c2ccc(O)c(O)c2)cc1)N1CCOCC1
80	CCN(CC)C(=O)c1sc2c(c1C)c(=O)n(-c1ccc(C)c(C)c1)c(=O)n2CC(=O)NCC1CCCO1 (stereo not given)
81	O=C1/C(=C\c2cccc([N+](=O)[O-])c2O)SC(=S)N1Cc1ccccc1
82	Oc1ccc(-c2nc3ncccn3c2Nc2ccc3c(c2)OCO3)cc1
83	CN(CC(=O)N1CCOCC1)C(=O)CSc1nc2ccccc2s1
84	Cc1ccc(CSC2=Nc3ccccc3C3=NC(CC(=O)NCc4ccco4)C(=O)N23)cc1 (stereo not given)

assay / entry,77,78,79,80,81,82,83,84
STK33 kinase inh,-0.7,-3.4,0.3,-0.2,1.9,1.9,-0.8,-2.6
KCNQ2 inh,i,i,i,i,i,i,i,i
Kir21 inh,1.25,1.39,-0.79,-1.5,2.76,-2.21,-0.35,-0.21

6 of the entries above in order of the Kir21 inh value, highest first:
No. | canonical_smiles | STK33 kinase inh | KCNQ2 inh | Kir21 inh
29 | C=CCNC(=O)c1onc(CSc2ccc(F)cc2)c1C(=O)NCCOC | -1.2 | i | 0.87
41 | CC(=O)NNc1nc(-c2ccc(NC(C)=O)cc2)cs1 | -0.5 | i | 0.7
31 | Cc1cccc(NC(=O)CNC(=O)CCc2nc3sc4c(c3c(=O)[nH]2)CCCC4)c1C | 0.1 | i | 0.02
42 | O=C(CSCc1ccc(Br)cc1)NC1CC1 | 0.5 | i | -0.13
74 | Oc1ccccc1-c1n[nH]c(=S)n1Cc1ccccc1 | -1.6 | i | -1.35
35 | O=C(N1CCOCC1)C1(c2ccc(Cl)cc2)CCCC1 | -0.2 | i | -2.59

More compounds.
85	CCC(=O)c1cc2c(C)cc(=O)oc2c(C)c1OC
86	CC1Cc2ccccc2N1S(=O)(=O)c1cccc(C(=O)Nc2cccnc2)c1 (stereo not given)
87	C#CCNC(=O)C1=C[C@@H](c2ccc(C(F)(F)F)cc2)C[C@@H](OCc2ccc(CO)cc2)O1
88	COc1ccc(CN2CCN(C(=O)C3CCN(S(=O)(=O)c4cccs4)CC3)CC2)c(OC)c1OC
89	O=C(NCC(=O)N(CC1CCCO1)C1(C(=O)NC2CCCC2)CCCCC1)c1ccccc1 (stereo not given)
90	Cc1ccc(Nc2nc(N)nc(CSCCO)n2)cc1
91	CN1CCN(S(=O)(=O)c2cccc(C(=O)Nc3nc(-c4ccccc4)cs3)c2)CC1
92	CN1CCN(C(=O)c2cc3nc(-c4ccccc4)cc(-c4ccccc4)n3n2)CC1

assay / entry,85,86,87,88,89,90,91,92
STK33 kinase inh,1.2,-0.6,-0.6,-0.8,-1.0,0.9,-0.5,-1.2
KCNQ2 inh,i,i,i,i,i,i,i,i
Kir21 inh,-0.02,-1.69,-0.97,3.06,0,0.68,-0.2,0.69

Part of the list above, as labelled records.
87) C#CCNC(=O)C1=C[C@@H](c2ccc(C(F)(F)F)cc2)C[C@@H](OCc2ccc(CO)cc2)O1
- STK33 kinase inh: -0.6
- KCNQ2 inh: i
- Kir21 inh: -0.97

88) COc1ccc(CN2CCN(C(=O)C3CCN(S(=O)(=O)c4cccs4)CC3)CC2)c(OC)c1OC
- STK33 kinase inh: -0.8
- KCNQ2 inh: i
- Kir21 inh: 3.06

Next records
93	Cc1cccc(-c2noc(CCC(=O)Nc3ccc(C(N)=O)cc3)n2)c1
94	COC(=O)C(O)(NC(=O)NC(C)=O)C(F)(F)F (stereo not given)
95	CCC(Oc1ccccc1)C(=O)N1CCC(C(N)=O)CC1 (stereo not given)
96	O=C(O)c1cc(C2CC2)nc2ccccc12
97	CC(C)CCN1C(=O)c2ccc(C(=O)NCC3CCCO3)cc2C1=O (stereo not given)
98	O=S(=O)(NCc1cc(-c2ccccc2)no1)c1ccccc1
99	COc1cc(CCCN2CCNC[C@@H]2Cc2ccccc2)cc(OC)c1OC

assay / entry,93,94,95,96,97,98,99
STK33 kinase inh,-0.9,-0.3,1.7,-0.6,-2.8,-2.1,-1.1
KCNQ2 inh,i,i,i,i,i,i,i
Kir21 inh,1.56,0.52,0.32,0.94,-1.14,-0.05,-1.9

Screening data: PubChem, several laboratories
